# Compound activity from PubChem.
# SIAE primary: inhibitors of human sialic acid acetylesterase SIAE; hit rate 0.69% among 370,000; inhibition, % at 9.66 µM; Q9HAT2; SIAE FP-Rh probe binding, fluorescence polarization;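 active = inhibition above a cutoff: mean of compounds within the control limits plus 3 SD of those, cut at about 17% in these data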;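 also: 0% = plate median of compound wells and 100% = probe without SIAE protein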
# PRMT1 FP inh: inhibitors of human PRMT1. inhibition, % at 2.79 µM. recombinant PRMT1, activity-based probe fluorescence polarization. Q99873. hit rate 1.3% among 370,000;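 active = inhibition above about 21% made by adding two undisclosed values, limit read from the data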
# Tn6 DDE FP: DD(E)-Tn6 binding inhibition, primary FP screen | Fibrin DD(E) TRITC-Tn6 fluorescence polarization displacement | inhibition, % at 8.3 µM | hit rate 0.21% among 370,000 | AID 720509;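 active = inhibition above a per-campaign cutoff: mean of compounds within control limits plus 3 SD, cut at about 15% in these data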;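 also: 0% = median of all compound wells on the plate and 100% = blocking peptide control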
# Target sequence (P02675 whole entry, looked up): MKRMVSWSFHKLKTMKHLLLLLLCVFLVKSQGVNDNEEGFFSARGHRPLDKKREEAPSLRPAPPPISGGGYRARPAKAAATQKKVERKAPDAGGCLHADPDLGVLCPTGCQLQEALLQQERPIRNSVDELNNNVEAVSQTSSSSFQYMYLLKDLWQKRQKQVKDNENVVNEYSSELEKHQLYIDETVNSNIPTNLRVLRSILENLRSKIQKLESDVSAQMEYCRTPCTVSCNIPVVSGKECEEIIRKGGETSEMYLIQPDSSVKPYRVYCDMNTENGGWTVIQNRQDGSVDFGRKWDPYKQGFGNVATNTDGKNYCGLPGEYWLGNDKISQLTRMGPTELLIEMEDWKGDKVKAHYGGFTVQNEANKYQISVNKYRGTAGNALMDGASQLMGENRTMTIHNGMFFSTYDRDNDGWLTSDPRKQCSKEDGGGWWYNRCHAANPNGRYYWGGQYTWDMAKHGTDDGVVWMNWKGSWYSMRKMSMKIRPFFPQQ
# KLK7 zymogen act: proKLK7 (human) activation, primary screen | purified proKLK7, EDANS-DABCYL substrate fluorescence; 100% is mature enzyme control, 0% vehicle | activation, % at 7 µM | P49862 | hit rate 0.9% among 370,000 | AID 652039;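 active = activation above the mean of all tested compounds plus 3 SD, computed per campaign excluding outliers beyond control limits, cut at about 13% in these data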
# LEDGF integ inh: blocks HIV-1 LEDGF/p75-dependent DNA integration | TR-FRET IN-LEDGF/p75 DNA integration, Eu/Cy5 | inhibition, % at 3.7 µM | hit rate 0.64% among 370,000 | AID 743269;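 active = inhibition above the screen-wide mean plus 3 SD, cut at about 13% in these data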;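 also: signal is the Cy5 over europium emission ratio at 671 and 618 nm; 0% = plate median of compound wells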
# DDE Tn7 FP inh: disrupts Tn7 cyclic peptide binding to fibrin D-Dimer-E complex | P02675 | FP displacement of FITC-Tn7 peptide from fibrin DD(E); 0% = median of compound wells per plate | inhibition, % at 8.3 µM | hit rate 0.13% among 370,000;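 active = inhibition above the mean of compounds falling within the control limits plus 3 SD of them, cut at about 14% in these data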;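 also: 0% = plate median of compound wells and 100% = 10 µM Aha-Tn7 peptide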
#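 Test system – human fibrin DD(E) · Times – 10 min preincubation, 3 h with tracer, room temperature · Detection – fluorescence polarization of the labelled Tn7 tracer · Measure – percent inhibition normalized to high-control wells · Benchmarks – high control wells with 10 µM unlabelled Aha-Tn7 peptide (full inhibition) · Repeats – singlicate testing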
# TDP2 absorb: TDP2 (human) inhibition, absorbance primary screen; O95551; recombinant TDP2, T5PNP hydrolysis, p-nitrophenol absorbance 415 nm; inhibition, % at 12.8 µM; hit rate 0.34% among 370,000; AID 720702;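 active = inhibition above the mean of all tested compounds plus 3 SD, set per campaign, cut at about 25% in these data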;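 also: 0% = DMSO with enzyme and 100% = buffer with substrate but no TDP2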
# Target sequence (O95551 whole entry, looked up): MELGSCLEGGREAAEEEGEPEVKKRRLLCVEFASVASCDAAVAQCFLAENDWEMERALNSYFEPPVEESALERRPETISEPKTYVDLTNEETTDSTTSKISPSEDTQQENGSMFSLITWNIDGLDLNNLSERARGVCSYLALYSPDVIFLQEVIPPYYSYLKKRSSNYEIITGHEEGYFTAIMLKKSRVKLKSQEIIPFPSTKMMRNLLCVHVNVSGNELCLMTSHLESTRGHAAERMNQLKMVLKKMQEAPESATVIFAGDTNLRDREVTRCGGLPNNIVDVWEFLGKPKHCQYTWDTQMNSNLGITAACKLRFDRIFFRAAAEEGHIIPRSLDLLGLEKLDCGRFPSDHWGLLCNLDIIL
#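 System – recombinant human TDP2 · Amount – 120 nM TDP2 per well · Buffer or medium – Mg2+-containing Tris-HCl buffer, pH 7.5 · Reagent – T5PNP substrate, 5 mM · Dosing – 12.8 µM single point, 1% DMSO · Incubation – 2 h at 37 °C · Measured by – epi absorbance · Read-out basis – percent inhibition · Benchmarks – high control without enzyme, low control DMSO plus TDP2 · Repeats – singlicate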
# MBD2 inh: MBD2-methylated oligo binding inhibition | Q9UBB5 | TR-FRET, MBD2 binding to methylated oligonucleotide | inhibition, % at 4.4 µM | hit rate 0.31% among 370,000; in the data active = inhibition above about 13%
# UHRF1 binding: blocks human UHRF1 binding to methylated DNA. Q96T88. hit rate 0.75% among 370,000. UHRF1 binding to methylated oligo, TR-FRET. AID 687016. inhibition, % at 4.4 µM; in the data active = inhibition above about 21%;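 also: UHRF1 SRA domain binding a hemimethylated CpG hairpin DNA probe; 0% = median of test compound wells and 100% = reference inhibitor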
# TCR CD3 inh: blocks the human TCR-CD3 interaction; TAMRA-labeled TCR probe fluorescence, biochemical; inhibition, % at 9.4 µM; hit rate 0.37% among 360,000; AID 651800; in the data active = inhibition above about 19%;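 also: recombinant mutant TCR 2C K166C tagged with TAMRA read by polarization; 0% = receptor in buffer alone and 100% = receptor with positive control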
# An asterisk follows results filed as active; · = not tested or not shown.
SMILES,SIAE primary,PRMT1 FP inh,Tn6 DDE FP,KLK7 zymogen act,LEDGF integ inh,DDE Tn7 FP inh,TDP2 absorb,MBD2 inh,UHRF1 binding,TCR CD3 inh
CCOC(=O)c1ccc(Oc2nc(OC)nc(N(C)C)n2)cc1,2,0,3,-0.1,0,-10,0,-4,-1,3
Cc1ccc(C(C)(C)C)cc1S(=O)(=O)NC(=O)c1ccccc1,-2,0,8,0.0,-1,-1,3,1,0,2
O=C(c1cccc(Br)c1)N1CCN(C2=NS(=O)(=O)c3ccccc32)CC1,4,5,10,-0.1,-2,2,12,3,0,-6
CCOC(=O)CNC(c1ccccc1)c1cc(Br)ccc1NC(C)=O (stereo unspecified),-4,3,-1,-0.9,-1,-5,1,3,0,2
COc1ccccc1N(CC(=O)NCCSCc1ccccc1)S(=O)(=O)c1ccc(C)cc1,-4,1,-3,0.3,1,0,8,0,-1,5
COC(=O)c1ccc(C2Nc3cccc4cccc(c34)N2)cc1,7,9,6,-0.2,0,0,12,0,1,0
CCc1ccccc1N(CC(=O)NCc1ccco1)C(=O)CCC(=O)Nc1nccs1,-5,8,-5,0.1,-2,1,-6,7,3,0
C/C=C1\COC(C(=O)NCc2cccc(OC)c2OC)(C(F)(F)F)C=C1C=C1CCCCC1 (stereo unspecified),4,1,-4,-0.6,1,-5,-18,2,12,4
COC1C/C(=N\O)C2OC(c3ccccc3)OCC2O1 (stereo unspecified),11,-2,-6,0.1,0,-2,2,-2,-1,-5
COC(=O)CSc1nnc(-c2ccccc2OC)o1,1,-3,-1,0.1,0,5,8,0,-2,4
Cc1ccc(-c2nnn(CC(=O)Nc3ccccc3N3CCOCC3)n2)cc1,-10,-2,-5,0.4,4,-11,-18,3,1,7
CCN(CC)CCNC(=O)c1ccc(NC(=O)COc2ccccc2F)cc1,-4,-1,2,-0.8,-1,6,9,-5,-2,6
O=c1c2ccccc2ncn1/N=C/c1ccccc1,-5,0,-1,-0.7,-2,0,12,0,1,-5
Cc1cc(C)nc(NCCC(=O)O)n1,2,-2,6,0.8,0,-4,11,3,-2,8
Cc1c(/C=N\NC(=O)c2c[nH]c3ccccc23)cnn1C,-2,-2,-11,0.2,-4,-13,-6,-4,-1,1
CC(C)(C)c1cn(-c2ccc(F)cc2)c(=S)[nH]1,4,7,6,0.4,1,0,0,0,-2,0
CCOC(=O)C1CN(S(=O)(=O)c2ccc(C)cc2)CCN1S(=O)(=O)c1ccc(C)cc1 (stereo unspecified),3,-6,-7,0.2,2,5,6,-5,-1,5
CCOc1ccccc1NC(=O)Nc1c(C)n(-c2ccccc2)c(=O)n1C,3,1,-15,0.1,0,-2,9,-2,-2,-5
S=C(NC1CCCC1)NN1CCOCC1,12,3,4,0.0,-1,4,1,2,2,-11
O=C(NCc1ccc2c(c1)OCO2)C(=O)Nc1cc2c3c(c1)CC(=O)N3CCC2,0,-2,3,-0.5,0,10,8,-2,-5,2
C/C(Cc1ccccc1)=N\NC(=O)CNC(=O)c1cccc(Br)c1,-1,-1,5,1.0,-1,8,4,2,0,6
O=C(CCC(=O)Nc1ccc(F)cc1)N/N=C/c1ccncc1,3,0,-5,0.3,0,-7,1,2,0,2
COCC(=O)Nc1ccc2c(c1)[C@H]1C[C@@H](CC(=O)NCC3CC3)O[C@H](CO)[C@H]1O2,7,-1,9,-0.3,-2,9,12,-4,-1,7
Cc1cccc(N2CCN(C(=O)CCS(=O)(=O)c3ccc(Br)cc3)CC2C)c1 (stereo unspecified),4,-1,-4,-0.7,3,2,12,4,-2,0
Cc1ccc(-c2csc3nc(SCC(=O)Nc4ccc(Cl)c(C(=O)O)c4)[nH]c(=O)c23)cc1,-7,1,-6,-0.6,-2,5,3,0,7,4
COc1ccc2[nH]c3c(c2c1)CCN1C(=O)C(CC(=O)NCCC2=CCCCC2)C[C@H](C(=O)N2CCOCC2)[C@@]31CCC1CCCC1 (stereo partly specified),-1,-1,3,1.1,-3,2,7,1,1,3
Nc1ccc(Nc2ccccc2)cc1,16,8,2,-0.5,-1,-5,-4,4,5,-7
CC(=O)Nc1ccc(NC(=O)c2ccccc2C)cc1,18*,2,-2,-0.4,-2,5,2,1,-3,6
C=CCN1[C@H](C)COc2cccc(N3CCSCC3)c2S1(=O)=O,-4,-4,3,0.3,1,0,5,-2,-2,·
CCOc1cc(/C=C2\SC(=S)N(NC(=O)c3cccnc3)C2=O)ccc1O,-140,1,-12,0.7,0,-9,0,-11,-6,-77
NS(=O)(=O)c1ccc(NC(=O)COC(=O)c2ccco2)cc1,-6,-4,1,0.0,4,-5,-25,-3,-1,2
O=C(CSc1ccc2c(c1)OCCO2)NCc1ccccc1,3,-3,-3,-0.7,1,-10,4,-1,7,7
Cc1cc(C)nc(N/N=C/c2cccc(Cl)c2)n1,0,8,1,0.4,-7,1,3,6,-2,-4
O=C1NC(Cc2ccc(O)cc2)c2nc3ccccc3c(=O)n2-c2ncccc21 (stereo unspecified),-5,3,2,0.3,-3,-1,2,2,-1,-9
CC1=C(C(=O)N(C(C)C)C(C)C)CC(CC(=O)NCCc2ccccn2)C(=O)N1Cc1ccc(C(C)(C)C)cc1 (stereo unspecified),3,-3,1,-0.2,0,-7,0,-3,-1,4
COc1ccc(C)cc1NC(=O)c1sc2nc(C)nc(N3CCOCC3)c2c1C,-5,8,-13,0.1,-4,-7,-14,11,3,-6
O=C/C(=C\Nc1ccc(Cl)cn1)c1nc2cc(Cl)ccc2o1,-2,-2,-9,-0.4,-3,2,0,-1,-6,-1
CC(/C=N/NC(=O)c1c(Br)cnn1C)=C\c1ccccc1,-14,-1,5,-0.1,-5,-1,-4,-2,-4,3
COc1cccc(/C=C/C(=O)Nc2ccc(OC)nc2)c1,-4,1,0,0.1,-3,3,0,-3,5,2
O=C(CSc1ccccn1)Nc1ccc(Br)cn1,-1,-3,5,-0.7,-1,-2,-1,1,10,7

# Overlap with the part before: two entries, followed by the next part.
SMILES,SIAE primary,PRMT1 FP inh,Tn6 DDE FP,KLK7 zymogen act,LEDGF integ inh,DDE Tn7 FP inh,TDP2 absorb,MBD2 inh,UHRF1 binding,TCR CD3 inh
COc1cccc(/C=C/C(=O)Nc2ccc(OC)nc2)c1,-4,1,0,0.1,-3,3,0,-3,5,2
O=C(CSc1ccccn1)Nc1ccc(Br)cn1,-1,-3,5,-0.7,-1,-2,-1,1,10,7
Cc1ccc(NC(=O)CNC(=O)Cn2cnc3sc(C)c(C)c3c2=O)cc1F,-10,3,-4,0.1,-4,1,-3,4,6,2
Cc1ccccc1C(=O)NCC(=O)OCC(=O)NNC(=O)c1ccccc1F,-4,-5,-2,-0.1,7,-4,-11,-5,1,-1
CCN(Cc1ccccc1)S(=O)(=O)c1ccc(C(=O)N(CCCN(C)C)c2nc3cc4c(cc3s2)OCCO4)cc1,7,8,-12,-2.5,2,-6,-19,9,4,1
O=C(COc1ccccc1)NCC(=O)NC1CCCCC1,1,0,7,-0.4,-7,1,-7,3,1,0
CCC(=O)N(Cc1cccs1)C1CCOC(C)(C)C1 (stereo unspecified),2,3,7,-0.2,-2,1,-12,5,-1,5
CN1CCN(Cc2nnc(-c3ccccc3)o2)CC1,3,-7,0,0.0,3,-3,1,-3,2,2
O=C(NCc1cc([N+](=O)[O-])ccc1O)c1cccc(NS(=O)(=O)c2ccccc2)c1,-2,1,4,0.2,0,2,-4,0,-3,-10
Cc1cc(SCC(=O)N2c3ccccc3NC(=O)CC2C)nc2ccccc12 (stereo unspecified),1,-1,-12,-0.7,-1,4,5,-2,0,4
Cc1cccc(NC(=O)NC2CCCc3ccccc32)c1 (stereo unspecified),-7,-3,10,0.9,1,5,-11,-5,-1,2
CN(CC(=O)NCc1ccccn1)S(=O)(=O)c1ccc(Cl)cc1,1,-3,-5,-0.1,1,-3,2,-7,1,3
CCOc1ccc(S(=O)(=O)N(CC(=O)NCc2ccncc2)c2ccc(C)cc2)cc1,6,-1,12,-0.1,1,2,1,-7,-1,-10
CC1(C(=O)NS(C)(=O)=O)CCN1C(=O)C/C=C/c1ccccc1 (stereo unspecified),-8,1,3,0.5,-1,13,8,-1,1,14
COc1ccc(Cc2nnc(NC(=O)c3ccc(C)cc3)s2)cc1OC,9,-3,-9,0.0,6,-1,-2,0,3,-8
CC1CNC(=S)N(c2ccc(F)cc2)C1=O (stereo unspecified),3,-1,8,-0.8,-2,-4,3,0,-1,-4
COCCNC(=O)COc1ncnc2scc(-c3ccc(F)cc3)c12,-4,5,0,-0.6,4,7,1,-5,-2,-6

# Filtered by structure, those above with fluorine (8)
SMILES,SIAE primary,PRMT1 FP inh,Tn6 DDE FP,KLK7 zymogen act,LEDGF integ inh,DDE Tn7 FP inh,TDP2 absorb,MBD2 inh,UHRF1 binding,TCR CD3 inh
C/C=C1\COC(C(=O)NCc2cccc(OC)c2OC)(C(F)(F)F)C=C1C=C1CCCCC1 (stereo unspecified),4,1,-4,-0.6,1,-5,-18,2,12,4
CCN(CC)CCNC(=O)c1ccc(NC(=O)COc2ccccc2F)cc1,-4,-1,2,-0.8,-1,6,9,-5,-2,6
CC(C)(C)c1cn(-c2ccc(F)cc2)c(=S)[nH]1,4,7,6,0.4,1,0,0,0,-2,0
O=C(CCC(=O)Nc1ccc(F)cc1)N/N=C/c1ccncc1,3,0,-5,0.3,0,-7,1,2,0,2
Cc1ccc(NC(=O)CNC(=O)Cn2cnc3sc(C)c(C)c3c2=O)cc1F,-10,3,-4,0.1,-4,1,-3,4,6,2
Cc1ccccc1C(=O)NCC(=O)OCC(=O)NNC(=O)c1ccccc1F,-4,-5,-2,-0.1,7,-4,-11,-5,1,-1
CC1CNC(=S)N(c2ccc(F)cc2)C1=O (stereo unspecified),3,-1,8,-0.8,-2,-4,3,0,-1,-4
COCCNC(=O)COc1ncnc2scc(-c3ccc(F)cc3)c12,-4,5,0,-0.6,4,7,1,-5,-2,-6
